# Source: PubChem (Broad Institute)
# E-selectin induc: induces E-selectin expression in human endothelial cells; P16581; HUVEC E-selectin immunofluorescence imaging; normalized: neutral wells 0, TNF-alpha wells 100; activation, % at 7.58 µM; 260,000 tested, 0.37% active;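 active = mean E-selectin-positive cell signal at least 10% of the positive control, reached in at least 60% of replicates, without over 20% cell loss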;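 also: in these data hits start at about 27%; measured in HUVEC primary endothelial cells; signal is the percent of cells scored E-selectin positive by PE staining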
#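 assay system = HUVEC, human umbilical vein endothelial cells | input = 3,000 HUVEC seeded per well | medium = EGM-2 growth medium on 0.1% gelatin-coated wells | dosing = one compound dose added by pin transfer | signal = immunofluorescence imaging | read-out basis = % PE-positive cells | control set = TNF-alpha, DMSO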
# PglD DTNB: blocks C. jejuni PglD acetyltransferase activity; AID 602405; inhibition, % at 12.5 µM; 360,000 tested, 0.098% active; purified PglD enzyme, DTNB colorimetric CoA detection; in the data active = inhibition above about 16%, passing the limit was not always enough; also: strong numbers were not always called active
# RAD54 inh: blocks human RAD54 Holliday junction branch migration; FAM/BHQ fluorescence; 360,000 tested, 0.14% active; AID 602329; Q92698; inhibition, % at 10.4 µM;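 active = mean normalized replicate activity at least 40 and at least half of replicates scoring 40 or more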;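 also: 0% = median of neutral control wells and 100% = median of positive control wells; inhibitors cause a drop in the FAM fluorescence signal; in these data hits start at about 50%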
# Target sequence (Q92698 whole entry, looked up): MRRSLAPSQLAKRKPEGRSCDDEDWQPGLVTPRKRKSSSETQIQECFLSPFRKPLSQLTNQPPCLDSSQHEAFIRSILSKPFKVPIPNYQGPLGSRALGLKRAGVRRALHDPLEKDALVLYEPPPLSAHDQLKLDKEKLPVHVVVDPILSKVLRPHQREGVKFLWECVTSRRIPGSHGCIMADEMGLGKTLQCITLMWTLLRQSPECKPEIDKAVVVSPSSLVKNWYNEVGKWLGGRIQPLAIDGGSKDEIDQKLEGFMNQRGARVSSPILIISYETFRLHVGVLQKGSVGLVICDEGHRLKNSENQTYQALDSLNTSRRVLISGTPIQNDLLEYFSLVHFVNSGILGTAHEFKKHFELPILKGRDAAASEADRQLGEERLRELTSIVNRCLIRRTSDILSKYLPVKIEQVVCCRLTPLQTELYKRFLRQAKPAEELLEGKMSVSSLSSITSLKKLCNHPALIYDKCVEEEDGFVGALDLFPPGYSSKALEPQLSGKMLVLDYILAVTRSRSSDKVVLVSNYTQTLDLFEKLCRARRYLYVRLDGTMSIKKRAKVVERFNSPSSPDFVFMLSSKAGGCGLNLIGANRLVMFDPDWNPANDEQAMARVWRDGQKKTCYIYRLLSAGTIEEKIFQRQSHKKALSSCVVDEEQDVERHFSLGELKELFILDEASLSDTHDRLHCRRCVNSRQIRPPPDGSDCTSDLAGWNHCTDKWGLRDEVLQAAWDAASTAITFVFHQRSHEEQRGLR
# RAD52 inh: inhibitors of human RAD52 DNA annealing; recombinant RAD52 DNA annealing, FRET fluorescence; inhibition, % at 18.7 µM; 360,000 tested, 0.46% active;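 active = every replicate showing at least 50% inhibition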
# Cneo AK release: causes C. neoformans cell lysis; 360,000 tested, 0.2% active; adenylate kinase release luminescence, 4 h; normalised: neutral wells 0, clomiphene wells 100; AID 651654; lysis activity, % at 15 µM;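 active = mean lysis activity across replicates of at least 80%, whatever share of replicates individually reach that level; inactive = mean lysis activity below 80%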
#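 Assay system: C. neoformans cells. Amount: yeast cell density of 5 × 10^6 cells/mL. Technique: AK luminescence. Buffer or medium: YPD. Times: static 4 h at 37 °C with compound, 1 h detection. Dosing: single-point compound dose. Read-out: lysis from increased AK signal.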
# PGC1a acetyl inh: lowers PGC1a acetylation signal in U2OS cells; AlphaScreen anti-acetyl-lysine; with virally co-expressed GCN5 acetyltransferase; inhibition, % at 15.6 µM; 350,000 tested, 0.17% active; AID 651687;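 active = every replicate shows inhibition of at least 40%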;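 also: 0% = neutral control wells and 100% = positive control wells; some results beyond the cut were filed as inactive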
# miR-122 sensor: blocks miR-122 activity in Huh7 sensor cells; 340,000 tested, 0.3% active; activation (reporter increase), % at 12.5 µM; Huh7 miR-122 Renilla luciferase sensor, 48 h; neutral wells = 0, positive control = 100;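 active = mean replicate activation score at least 90 and every replicate individually at or above 90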;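 also: higher luciferase means less miR-122 activity so hits act as miR-122 inhibitors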
# ERAP1 HTS inh: blocks human ERAP1 aminopeptidase activity; Q9NZ08; 340,000 tested, 0.15% active; recombinant ERAP1, Leu-AMC fluorescence, 60 min; inhibition, % at 10.7 µM;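 active = mean replicate inhibition of at least 30%, or all replicates individually reaching that 30% level; inactive = mean below 30% and not every replicate reaching it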;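 also: 0% = neutral control wells and 100% = L-leucinethiol positive control wells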
# The depositor's hits bear a star; nt = not tested or not shown; [ ] = remark or other dose.
(1) CC(C)(C)c1ccc(S(=O)(=O)N2CCNC(=O)C2)cc1
(2) CC(C)Nc1ncnc2c1ncn2[C@H]1CN(Cc2ccc3c(c2)OCO3)C[C@@H](CO)O1
(3) CCCCc1c(C)nn(-c2nnc3c4ccccc4n(CC)c3n2)c1C
(4) CC=Cc1ccc2n(c1=O)C[C@@H]1[C@@H](CO)[C@H](C(=O)N[C@H](C)c3ccccc3)[C@H]2N1CC (mixture of isomers)
(5) Cc1noc(C)c1S(=O)(=O)N(C)C[C@@H]1OCCCC[C@@H](C)Oc2ccc(NC(=O)Nc3ccccc3)cc2C(=O)N([C@H](C)CO)C[C@H]1C
(6) CC(=O)c1ccc(S(=O)(=O)N2CCN(C(C)=O)CC2)cc1

assay / compound	1	2	3	4	5	6
E-selectin induc	0.0	-0.2	0.6	0.7	0.1	0.0
PglD DTNB	2.7	-4.9	4.9	-1.1	1.8	-3.6
RAD54 inh	5.0	-3.2	-10.2	2.5	-4.1	3.5
RAD52 inh	-8.9	2.9	nt	-10.6	3.9	-12.7
Cneo AK release	6.0	0.4	4.9	-4.8	-1.3	-4.1
PGC1a acetyl inh	-12.7	6.2	-0.3	nt	-8.1	-3.0
miR-122 sensor	nt	4.7	2.8	nt	-3.0[16.7 µM]	-10.8
ERAP1 HTS inh	0.9	-3.6	nt	-2.7	1.1	-1.3

(7) Clc1cccc(Oc2ncc(CN3CCOCC3)s2)c1
(8) CS(=O)(=O)N(CC(=O)O)c1cccc(Cl)c1
(9) CCNC(=O)C[C@H]1CC[C@H]2[C@@H](COC[C@H](O)CN2C(=O)Nc2c(C)noc2C)O1
(10) Fc1ccc(C2=Nn3c(nnc3-c3n[nH]c4c3CCC4)SC2)cc1
(11) COCCCN1C(=O)C(CC(=O)NCc2cccs2)CC(C(=O)N(C)C)=C1C (stereo not drawn)
(12) COc1ccccc1CNC(=O)C(=O)c1cn(CC(=O)N2CCCC2)c2ccccc12

assay / compound	7	8	9	10	11	12
E-selectin induc	nt	nt	0.1	nt	-0.1	nt
PglD DTNB	-4.4	-7.0	0.1	1.3	3.9	-2.3
RAD54 inh	-16.1	-4.7	4.0	5.6	2.7	-4.0
RAD52 inh	nt	nt	-3.2	nt	0.3	-9.7
Cneo AK release	-0.2	0.9	-5.1	-0.9	3.5	-0.7
PGC1a acetyl inh	14.3	0.5	-5.2	-13.2	7.7	nt
miR-122 sensor	-0.4	-8.9	-6.4[16.7 µM]	-0.6	-0.3	nt
ERAP1 HTS inh	nt	nt	0.5	nt	-1.1	5.1

(13) Cc1cc(C(=O)NCC(c2ccco2)N2CCCC2)c2ccccc2n1 (stereo not drawn)
(14) Cc1cc(C)c(S(=O)(=O)N(C)CC(N)=O)c(C)c1
(15) CCCCC(=O)Nc1nc2c(OC)cc([N+](=O)[O-])cc2s1
(16) Fc1ccc(N2CCN(Cc3cnc(Oc4ccc(Br)cc4)s3)CC2)cc1
(17) Cc1cn([C@H]2C[C@H](O)[C@@H](CNCc3ccc4ncccc4c3)O2)c(=O)[nH]c1=O
(18) Cc1ccc(C(C(=O)NC2CCCC2)N(C(=O)CNC(=O)c2ccco2)c2ccccc2)o1 (stereo not drawn)

assay / compound	13	14	15	16	17	18
E-selectin induc	0.0	nt	nt	nt	0.8	nt
PglD DTNB	2.9	1.4	3.0	-8.0	1.0	-2.3
RAD54 inh	-4.5	-2.2	-1.0	3.1	-2.9	-2.2
RAD52 inh	-11.6	nt	-3.8	nt	-18.0	-6.0
Cneo AK release	1.3	1.9	0.4	-3.1	-1.3	2.2
PGC1a acetyl inh	-7.2	1.1	-8.6	-1.3	-3.2	-15.9
miR-122 sensor	nt	6.4	-3.4	-0.4	-2.9	2.3
ERAP1 HTS inh	-7.3	nt	2.2	nt	10.9	-5.2

(19) CCN(CC)S(=O)(=O)c1ccc(C(=O)N2CCN(C(=O)c3ccco3)CC2)cc1
(20) COCc1nnc(NC(=O)CS(=O)(=O)Cc2ccccc2)s1
(21) COc1ccccc1C(=O)N1C[C@@H]2[C@H](c3ccccc31)[C@@H](CO)N2C(=O)C1CCCC1
(22) O/N=C/c1ccccc1Oc1ccccc1
(23) C[C@H](CO)N1C[C@H](C)[C@H](CN(C)C)Oc2ccc(NS(=O)(=O)c3cn(C)cn3)cc2C1=O
(24) CCCCN(C)C(=O)Cn1cnc2sc(C)c(S(=O)(=O)N3CCN(c4ccccc4OC)CC3)c2c1=O

assay / compound	19	20	21	22	23	24
E-selectin induc	-0.4	nt	0.1	nt	nt	0.5
PglD DTNB	-1.1	-1.6	1.4	5.0	-2.7	3.0
RAD54 inh	-10.8	-6.7	-0.5	-4.8	-2.5	-7.7
RAD52 inh	-0.2	nt	12.6	nt	1.1	-16.7
Cneo AK release	0.6	1.1	-3.3	-3.2	-1.8	-1.6
PGC1a acetyl inh	nt	-21.7	-6.9	2.0	3.2	-8.9
miR-122 sensor	nt	4.8	-20.0[16.7 µM]	-9.7	2.9[16.7 µM]	-7.6
ERAP1 HTS inh	-1.9	nt	0.9	nt	0.8	-0.3

# Structural class: the entries above with an aryl methoxy group
(12) COc1ccccc1CNC(=O)C(=O)c1cn(CC(=O)N2CCCC2)c2ccccc12
(15) CCCCC(=O)Nc1nc2c(OC)cc([N+](=O)[O-])cc2s1
(21) COc1ccccc1C(=O)N1C[C@@H]2[C@H](c3ccccc31)[C@@H](CO)N2C(=O)C1CCCC1
(24) CCCCN(C)C(=O)Cn1cnc2sc(C)c(S(=O)(=O)N3CCN(c4ccccc4OC)CC3)c2c1=O

assay / compound	12	15	21	24
E-selectin induc	nt	nt	0.1	0.5
PglD DTNB	-2.3	3.0	1.4	3.0
RAD54 inh	-4.0	-1.0	-0.5	-7.7
RAD52 inh	-9.7	-3.8	12.6	-16.7
Cneo AK release	-0.7	0.4	-3.3	-1.6
PGC1a acetyl inh	nt	-8.6	-6.9	-8.9
miR-122 sensor	nt	-3.4	-20.0[16.7 µM]	-7.6
ERAP1 HTS inh	5.1	2.2	0.9	-0.3

# (list continues)
(25) COc1ccc(S(=O)(=O)N2C[C@@H](O)COC[C@@H]3O[C@H](CC(=O)NCc4ccc(Cl)c(Cl)c4)CC[C@H]32)cc1
(26) C[C@H](NC(=O)C[C@H]1C[C@H]2c3cc(NC(=O)NC4CCCCC4)ccc3O[C@H]2[C@@H](CO)O1)c1ccccc1
(27) Cc1noc(C)c1S(=O)(=O)N(C)C[C@@H]1OCCCC[C@@H](C)Oc2ccc(NC(=O)CCC(F)(F)F)cc2C(=O)N([C@@H](C)CO)C[C@H]1C
(28) COc1ccc(N2CCN(C3CC(=O)N(Cc4ccc(N5CCCC5=O)cc4)C3=O)CC2)cc1 (stereo not drawn)
(29) COc1ccc(OCC(O)CNS(=O)(=O)c2ccc(NC(C)=O)cc2)cc1 (stereo not drawn)
(30) Cc1ccc(OCC(=O)N2CC3(C)CC2CC(C)(C)C3)cc1 (stereo not drawn)

assay / compound	25	26	27	28	29	30
E-selectin induc	0.0	0.2	-0.2	nt	0.3	nt
PglD DTNB	-4.3	-0.7	2.9	1.0	-4.8	-6.2
RAD54 inh	1.2	2.2	2.8	1.5	3.8	-9.0
RAD52 inh	-19.1	4.9	nt	nt	-3.6	nt
Cneo AK release	0.0	-1.9	-0.3	-1.6	-2.0	1.3
PGC1a acetyl inh	-3.9	-0.9	-15.1	-16.5	1.0	10.9
miR-122 sensor	4.3[16.7 µM]	-1.4[16.7 µM]	2.5[16.7 µM]	-1.7	4.7	0.3
ERAP1 HTS inh	0.1	-0.9	nt	nt	3.5	nt

(31) CSc1ccccc1NC(=O)c1ccccc1N(C)S(C)(=O)=O
(32) Cn1c(SCC(=O)N2CCc3ccccc32)nc2cccnc21
(33) Cc1ccccc1-c1ccc([C@H]2[C@@H](CO)N3CCCCN(C(=O)c4cccnc4)C[C@H]23)cc1
(34) CN(Cc1ccccc1)Cc1cc(=O)oc2ccc3ccccc3c12
(35) CCCOc1cc(C)c(Cl)cc1S(=O)(=O)N(CC)CC
(36) C[C@H](CO)N1C[C@H](C)[C@H](CN(C)C(=O)Nc2cccc3ccccc23)Oc2c(NS(C)(=O)=O)cccc2C1=O

assay / compound	31	32	33	34	35	36
E-selectin induc	nt	nt	0.8	nt	nt	2.3
PglD DTNB	-3.7	0.2	7.0	2.4	5.4	-1.9
RAD54 inh	-2.1	-14.7	6.9	-9.4	-20.2	-9.6
RAD52 inh	nt	nt	-2.8	-63.1	nt	-7.6
Cneo AK release	-0.3	0.8	2.5	-1.2	1.6	-4.4
PGC1a acetyl inh	-5.4	7.5	3.3	0.1	-13.7	-1.3
miR-122 sensor	1.5	-11.3	-3.2[16.7 µM]	1.7	8.6	-4.9[16.7 µM]
ERAP1 HTS inh	nt	nt	0.6	-2.6	nt	4.4

(37) CNC(=O)c1ccc(-c2ccccc2)s1
(38) CC(C)Oc1ccc(C2C(C(=O)c3ccco3)=C(O)C(=O)N2Cc2cccnc2)cc1 (stereo not drawn)
(39) Cc1ccc(S(=O)(=O)N2CCN(C(=O)c3ccc(Br)o3)CC2)c(C)c1
(40) CCC(=O)N1C[C@H](O)COC[C@H]2O[C@H](CC(=O)N3CCCCC3)CC[C@@H]21
(41) Cc1nc(SCC(=O)O)c(C#N)c(C)c1CC(=O)c1ccccc1
(42) CCN1C(=O)CC(c2ccco2)Sc2ccccc21 (stereo not drawn)

assay / compound	37	38	39	40	41	42
E-selectin induc	nt	nt	nt	0.0	nt	nt
PglD DTNB	3.0	1.3	0.4	2.7	nt	-5.2
RAD54 inh	-3.9	0.7	10.3	6.0	nt	3.0
RAD52 inh	nt	nt	-16.6	-9.4	-5.1	nt
Cneo AK release	-2.6	-6.1	-2.8	-1.0	nt	-3.2
PGC1a acetyl inh	9.5	14.9	6.9	-4.1	-2.9	-12.2
miR-122 sensor	-2.7	-3.8	-1.0	2.2[16.7 µM]	-0.9	-1.0
ERAP1 HTS inh	nt	nt	3.3	0.2	-5.2	nt

(43) C=CCN=C(NC#N)SCc1ccccc1
(44) COc1ccc(CNC(=O)[C@H](Cc2ccccc2)NC(=O)C2CCN(C(=O)[C@H](C)N)CC2)cc1
(45) O=C(Cc1cccc(NC(=O)C2CCCN(C(=O)C3CC3)C2)c1)Nc1cccc(C(=O)N2CCCC2)c1 (stereo not drawn)
(46) COc1cc(OC)c(C(=O)N2CCCC2)cc1OC
(47) COc1ccc(S(=O)(=O)Nc2ccc3c(c2)C(=O)N([C@@H](C)CO)C[C@@H](C)[C@H](CN(C)S(=O)(=O)c2ccc(C)cc2)OCCCC[C@@H](C)O3)cc1
(48) CCn1c(SCC(=O)N2CCN(c3ccccc3)CC2)nnc1-c1c[nH]c2ccccc12
(49) COc1ccc(CNC(=O)CSc2nnc3c(n2)[nH]c2ccc(C)cc23)cc1
(50) Cc1cc(=O)oc2cc(OCC(=O)OCC(=O)NCCc3ccccc3)ccc12

assay / compound	43	44	45	46	47	48	49	50
E-selectin induc	nt	nt	-0.1	1.7	nt	0.2	0.0	nt
PglD DTNB	-4.5	-3.7	2.3	-2.2	3.7	-1.5	3.1	nt
RAD54 inh	-0.3	2.8	5.4	2.3	0.3	-17.0	-1.2	nt
RAD52 inh	nt	-4.0	-31.8	-8.9	-15.7	-8.9	-5.8	-5.4
Cneo AK release	-0.7	-1.7	-1.0	0.7	-3.3	-0.1	4.7	nt
PGC1a acetyl inh	1.4	4.3	-5.8	10.8	-8.6	-5.8	-4.5	-4.8
miR-122 sensor	32.6	-3.8	-3.3	1.1	1.5[16.7 µM]	-3.6	-4.0	-4.1
ERAP1 HTS inh	nt	1.6	-2.6	0.1	-0.5	5.7	2.1	0.1
